S-ASM inh – inhibitors of human secretory acid sphingomyelinase; P17405; placental ASM, HMU-PC fluorogenic substrate, 60 min; Potency, µM (titrated, usually from 57.5 µM), for the others: at the highest dose activity change, negative = inhibition, hits mostly inhibitors; hit rate 0.006% among 340,000; AID 504937; also: potency is read from the fitted curve at half-maximal effect
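Fluorescence read-out (Ex 386 nm, Em 447 nm) after stopping the reaction at pH 10. Enzyme: ASM from human placenta; substrate HMU-PC0, 9 uM final; 60 min, 37 °C. Compound preincubation 10 min, ambient temperature.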
TCR act – T cell receptor activation; primary human leukocytes, anti-CD3, IL-2 HTRF, 48 h; Potency, µM (doses to about 9.22 µM), without a hit: at the highest dose activation of IL-2 secretion, actives largely listed as activators; 330,000 tested, under 10 active; also: % of control where 0% means no effect
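IL-2 produced over 48 hr by a-CD3 bead-stimulated primary human leukocytes exposed to compounds was detected with a homogeneous time-resolved FRET immunoassay, 665nm acceptor signal after 320nm excitation.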
Integrin act MD – integrin-mediated muscular dystrophy alleviation activation; alpha7betagal myoblasts, beta-gal FDG fluorescence, 48 h; Potency, µM (series often up to 38.3 µM), for the others: at the top dose activation, hits mostly activators; hit rate 0.064% among 350,000; AID 624291;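 also: potency is read from the fitted curve at half-maximal effect; 100% = response of the positive control SU9516; nearly all actives have a fitted effect of over 60% in size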
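alpha7betagal+/- myoblasts (passage 13, 250/well) treated 48 h at 37C with compounds at 1:260 dilution of DMSO stock. Lysed, then beta-galactosidase activity read as FDG fluorescence (ex 480/em 540) after 30 min, with pre-read for autofluorescence.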
TSHR antag – antagonists of human thyroid stimulating hormone receptor. P16473. TSHR-expressing cells, TSH-stimulated cAMP HTRF, 2 h; active compounds read low. activity change, negative = inhibition, % at 11.5 µM. hit rate 0.2% among 330,000;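 active = activity change below a set negative limit, meaning inhibition stronger than a set level, cut at about -70% in these data; inconclusive = activity change between two set negative limits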; also: % is scaled to controls: 0 for no effect and ±100 for the full control effect
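TSHR-expressing cells, 200/well, pre-treated with compound, then stimulated with EC80 TSH (4nM final) for 2 hours at 37 deg C. cAMP measured by competitive HTRF: anti-cAMP cryptate antibody in lysis buffer plus cAMP-d2, read after 30 minutes at room temperature.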
MLL CXXC-DNA inh – blocks binding of human MLL CXXC domain to DNA; MLL-CXXC / FITC-HOXA9 DNA fluorescence polarization; AID 2662; Potency, µM (highest dose often 115 µM), for inactives: top-dose activity change, negative = inhibition, actives largely listed as inhibitors; Q03164; hit rate 0.037% among 290,000; active = well fitted inhibition curve with a large enough effect in the polarisation, with a control signal flat, not every such curve was filed as active; inconclusive = small, poorly fitted or top-dose-only effect, or effect the other way, or a change in a side signal; inactive = no such curve, though single readings can be large or run the other way; the % refers to the polarisation; also: potency is read from the fitted curve at half-maximal effect
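Steps: dispense CXXC domain solution (7 uM) → pin compounds or unlabeled HOX-A9 DNA control → 5 min ambient → add FLSN-HOX-A9 solution (50 nM) → spin → 30 min ambient → fluorescence polarization. Tris pH 7.5/NaCl/DTT/BSA buffer.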
A-T KAP1 phos – potential ataxia-telangiectasia treatments restoring KAP-1 phosphorylation. […] A-T fibroblasts, KAP-1 phosphorylation AlphaLISA; neocarzinostatin DNA damage 30 min before lysis. AID 485349. Potency, µM (doses to about 57.5 µM), inactives show at the highest dose activation, usual class: activators. hit rate 0.19% among 320,000; also: potency is read from the fitted curve at half-maximal effect; % of control where 0% means no effect; nearly all actives have a fitted effect of over 45% in size
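ATM-like activity read as KAP-1 phosphorylation via AlphaLISA donor/acceptor antibody pairs after lysis and 6 hr at 25C. Cells were ATM-null patient fibroblasts ([…], hTERT), dosed 60 min, then exposed to the DSB inducer NCS for 30 min.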
MBNL1 CUG block – MBNL1-poly(CUG) RNA binding inhibition | TR-FRET MBNL1-His/biotin-(CUG)12 binding, 665/545 ratio | Potency, µM (highest dose often 57.5 µM), without a hit: at the top dose activity change, negative = inhibition, most hits filed as inhibitors | hit rate 0.036% among 280,000 | AID 2675; active = well fitted inhibition curve with a large enough effect in the signal ratio, with a control signal flat, not every such curve was filed as active; inconclusive = small, poorly fitted or top-dose-only effect, or effect the other way, or a change in a side signal; inactive = no such curve, though single readings can be large or run the other way; the % refers to the signal ratio; also: potency is read from the fitted curve at half-maximal effect; % is scaled to controls: 0 for no effect and ±100 for the full control effect
Target sequence (Q9NR56 whole entry, looked up): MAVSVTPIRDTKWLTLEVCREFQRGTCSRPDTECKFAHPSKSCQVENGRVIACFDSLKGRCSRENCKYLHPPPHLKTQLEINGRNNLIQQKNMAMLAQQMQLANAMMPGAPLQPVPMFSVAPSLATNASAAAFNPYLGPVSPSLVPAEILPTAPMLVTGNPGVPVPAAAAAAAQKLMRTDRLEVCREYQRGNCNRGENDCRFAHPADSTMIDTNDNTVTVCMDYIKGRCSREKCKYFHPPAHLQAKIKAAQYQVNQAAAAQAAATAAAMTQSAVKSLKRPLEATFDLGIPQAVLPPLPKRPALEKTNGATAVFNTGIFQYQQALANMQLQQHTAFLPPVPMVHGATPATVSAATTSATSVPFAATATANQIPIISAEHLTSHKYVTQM
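Ratiometric TR-FRET (665 over 545 nm, excitation 340 nm) tracks disruption of MBNL1-His/biotin-(CUG)12 complex after 60 min at room temperature, with compounds at 92 nM to 58 uM final.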
TSG101-PTAP inh – blocks PTAP/TSG101 interaction to inhibit HIV-1 budding | Potency, µM (doses to about 115 µM), without a hit: at the highest dose activity change, negative = inhibition, usual class: inhibitors | Fluorescence polarization, FITC-PTAP peptide / Tsg101 binding | Q99816 | 340,000 tested, under 10 active; active = well fitted inhibition curve with a large enough effect in the main read-out, with a control signal flat, not every such curve was filed as active; inconclusive = small, poorly fitted or top-dose-only effect, or effect the other way, or a change in a side signal; inactive = no such curve, though single readings can be large or run the other way; also: potency is read from the fitted curve at half-maximal effect; % of control where 0% means no effect
Target sequence (Q99816 whole entry, looked up): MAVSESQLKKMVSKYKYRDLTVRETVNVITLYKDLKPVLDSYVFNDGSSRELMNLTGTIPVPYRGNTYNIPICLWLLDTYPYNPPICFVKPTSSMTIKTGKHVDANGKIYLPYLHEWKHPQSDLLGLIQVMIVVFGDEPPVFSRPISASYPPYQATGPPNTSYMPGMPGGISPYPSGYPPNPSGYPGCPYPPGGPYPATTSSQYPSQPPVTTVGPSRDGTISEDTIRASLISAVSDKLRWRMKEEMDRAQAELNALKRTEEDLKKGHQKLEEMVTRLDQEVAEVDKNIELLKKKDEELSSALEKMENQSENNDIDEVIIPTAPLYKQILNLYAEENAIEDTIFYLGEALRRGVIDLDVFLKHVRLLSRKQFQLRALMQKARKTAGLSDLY
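Compounds were pin-transferred onto Tsg101 binding domain (10 uM final) in HEPES pH 7.5 buffer, then FITC-PTAP peptide was added at 50 nM final. After 20 min at RT, polarization reported peptide displacement across a qHTS concentration series.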
Mito fusion act – blocks mitochondrial division or promotes mitochondrial fusion; S. cerevisiae fusion-defective mutant growth rescue, CellTiterGlo 48 h; Potency, µM (series often up to 46.1 µM), for the others: at the top dose growth rescue (activation), hits mostly activators; hit rate 0.23% among 320,000; AID 485298;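 also: potency is read from the fitted curve at half-maximal effect; % of control where 0% means no effect; nearly all actives have a fitted effect of over 45% in size; temperature-sensitive fusion mutants such as fzo1-1 at 37 °C on non-fermentable ethanol glycerol medium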
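S. cerevisiae fusion-defective temperature-sensitive mutants (e.g. fzo1-1, mgm1-5) grown 48 h at 37C in YPEG (ethanol/glycerol non-fermentable) medium with 23 nl compound per well; growth rescue read as CellTiterGlo luminescence.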
Menin-MLL TR inh – displaces Texas Red mutant MLL peptide from human menin | hit rate 0.23% among 270,000 | Menin + Texas Red MLL mutant peptide, fluorescence polarization | AID 1768 | O00255 | Potency, µM (series often up to 61.6 µM), without a hit: at the highest dose FP activity change, negative = inhibition, actives largely listed as inhibitors; active = well fitted inhibition curve with a large enough effect in the polarisation, with a control signal flat, not every such curve was filed as active; inconclusive = small, poorly fitted or top-dose-only effect, or effect the other way, or a change in a side signal; inactive = no such curve, though single readings can be large or run the other way; the % refers to the polarisation; also: potency is read from the fitted curve at half-maximal effect; % of control where 0% means no effect; many of its hits are not listed in these tables
* marks the source's active call; other numbers are inactive results; ? = inconclusive; · = not tested or not shown; [ ] = remark or other dose. Unless noted, calls follow the shape of the dose curve; as a rule, active = well fitted curve in the direction sought with a large enough effect; inconclusive = small, poorly fitted or top-dose-only effect, or another doubt; inactive = no such curve, though single readings can be large; an effect the other way counts as inactive or inconclusive.

SMILES | S-ASM inh | TCR act | Integrin act MD | TSHR antag | MLL CXXC-DNA inh | A-T KAP1 phos | MBNL1 CUG block | TSG101-PTAP inh | Mito fusion act | Menin-MLL TR inh
CN(CC(=O)Nc1ccccc1Br)C(=O)c1cccn1C | -1% | 4% | 20% | 4 | · | -6% | · | -5% | -3% | ·
CC(C)Cc1nnc(NC(=O)Cc2ccccc2[N+](=O)[O-])s1 | -1% | 6% | 22% | 2 | 12% | -1% | · | -3% | -7% | -2%
O=C(NCCc1ccccc1)C1COc2ccccc2O1 (configuration not stated) | 5% | 1% | 13% | -3 | -12% | -14% | -10% | -4% | 3% | 41%[activator]
CN1CCN(C(=O)c2ccccc2N(Cc2ccccc2)S(C)(=O)=O)CC1 | 3% | 7% | 5% | -3 | 2% | 12% | -3% | -1% | -4% | 6%
CCCOc1ccc(C(=O)Nc2ccc(NC(=O)c3cccs3)cc2)cc1 | -4% | 4% | -4% | 2 | 5% | -4% | -4% | -2% | 2% | ?
O=S(=O)(c1ccc2ccccc2c1)n1cnc2ccccc21 | 0% | -5% | 17% | -26 | 23% | 6% | 17% | -2% | 4% | 13%
COc1ccc(Cl)cc1NC(=O)c1cnc2sccn2c1=O | 2% | 3% | 2% | -8 | -13% | 8% | 22% | -2% | 3% | 8%
CCN(CC(=O)Nc1ccc(NC(C)=O)cc1)C(=O)CCCc1nc2ccccc2c(=O)[nH]1 | -4% | 0% | 3% | 0 | · | 11% | · | -1% | 0% | ·
CN(C)c1nc(N)nc(CSc2nnnn2-c2ccc(F)cc2)n1 | 3% | -34% | -9% | -1 | -3% | 0% | 1% | -4% | 0% | -7%
CCCCc1nc(NCCNC(=O)c2ccccc2)c(C#N)c2c1CSC(C)(C)C2 | 284%[activator] | -4% | -44% | -10 | 8% | 0% | 2% | 0% | -13% | -1%
Cc1ccc(C(=O)N/N=C/C=C/c2ccccc2)cc1 | 2% | · | -19% | 8 | 16% | 2% | 12% | 0% | 5% | ?
NS(=O)(=O)c1ccc(NC(=O)c2ccc(S(=O)(=O)N3CCCCC3)cc2)cc1 | 2% | · | 13% | · | · | 5% | · | 0% | · | ·
O=C(CCN1C(=O)C2C3C=CC(C3)C2C1=O)N1CCN(c2cccc(Cl)c2)CC1 (configuration not stated) | -1% | -11% | -14% | -1 | -9% | 8% | 10% | -2% | -5% | -7%
COc1ccc(CCC(=O)NNC(=O)Nc2ccc(OC)c(OC)c2)cc1 | -1% | 1% | 29% | 3 | 24% | 4% | -11% | -4% | 0% | -3%
CNc1ncnc2c1ncn2-c1ccccc1 | 4% | -3% | -14% | · | · | · | · | -1% | · | ·
O=C(CN1CCN(C(=S)NC2CCCC2)CC1)Nc1ccc(Oc2ccccc2)cc1 | -6% | 3%[46.1 µM] | -26% | -13 | 4% | -4% | -28% | 0% | 1% | 16%
COc1ccccc1Nc1nc(N)nc(CSc2nnc(C)s2)n1 | 4% | -5% | 21% | · | -6% | · | -7% | -5% | 2% | 0%
Nc1cc2c(cc1Cl)-c1ccccc1C2=NO | -10% | 2% | 4% | · | · | · | · | -1% | · | ·
CCOC(=O)Nc1ccc2c(c1)N(C(=O)CN)c1ccccc1CC2 | -11% | -7% | 0% | -7 | 238%[activator] | -7% | 0% | -3% | -3% | 4%
CCN1CCN(CC(=O)N2N=C(c3ccc(OC)cc3)CC2c2ccc(OC)cc2)C(=O)C1=O (configuration not stated) | -2% | 1% | 9% | 13 | 6% | 4% | 0% | -2% | -2% | ?
C=CCc1cc(Cl)ccc1OCCCNCCO | -7% | -2% | -64%[inhibitor] | 14 | -20% | -2% | 1% | 1% | -13% | -1%
O=C(O)c1ccc(Cl)c(S(=O)(=O)N(Cc2ccccc2)c2ccccc2)c1 | 9% | -1% | 0% | 6 | 14% | 0% | -6% | -1% | 4% | 37%[activator]
CCC(C)[C@H](NC(=O)c1cn(CC)c2cc3c(cc2c1=O)OCO3)C(=O)NCCCn1ccnc1 (some centres not stated) | 9% | -3% | 1% | 13 | 11% | -7% | -2% | -1% | 4% | -7%
Cn1c(C(=O)NN)cc2cc(OCc3ccccc3)ccc21 | 0% | 1% | 17% | · | · | · | · | 2% | · | ·
O=S(=O)(Cc1noc(-c2ccc(Cl)cc2)n1)Cc1ccco1 | -3% | 3% | 38% | 11 | -10% | 0% | 1% | -6% | -5% | ·
Cc1ccc(-c2nnc(SCC#CCOC(=O)c3cccs3)o2)cc1 | -4% | -2% | -7% | -8 | 2% | 4% | 2% | -5% | 17% | ·
CCN(C[C@H]1N[C@@](CC)(C(=O)OC)[C@H]2C(=O)N(Cc3ccccc3)C(=O)[C@@H]12)S(=O)(=O)c1ccc(OC)cc1 | -4% | 10% | 21% | -8 | · | 9% | · | -19% | · | ·
CNC(=O)c1ccc(NC(=O)c2ccc3c(=O)n4c(nc3c2)CCC4)cc1 | 7% | -1% | -17% | 0 | · | 8% | · | -3% | -2% | ·
O=C(N/N=C/c1ccncc1)c1cccc(NC(=O)c2ccccc2Cl)c1 | 1% | 6% | 11% | -14 | 3% | 5% | · | -2% | -2% | 0%
OC1(C#Cc2c(-c3ccsc3)oc3ccc(N4CCOCC4)cc23)CCCCC1 | 42%[activator] | -2% | -3% | · | · | · | · | 0% | · | ·
COCCn1c(C)c(C)c(S(=O)(=O)c2ccccc2)c1N | 13% | -5% | -20% | 0 | -6% | 0% | 4% | -4% | -7% | ?
Cc1cc(/C=C(/C#N)c2cccc(Cl)c2)c(C)n1C | 3% | 1% | 17% | -7 | -17% | 5% | 5% | 0% | -2% | 17%
O=C(Nc1ccc(F)c(Cl)c1)N1CCCCCC1 | -2% | -3% | ? | 14 | -1% | 4% | -6% | 1% | 0% | 12%
COc1ccc(/C=C/c2noc(-c3ccccc3O)n2)cc1 | 17% | -9%[46.1 µM] | 26% | -1 | -3% | 4% | -13% | 1% | -2% | ?
COc1ccc(C(=O)C2CCCN(C(=O)CSC)C2)cc1OC (configuration not stated) | 3% | -2% | 17% | -7 | 8% | -10% | -8% | -3% | 2% | -12%
Cc1ccc2nc(C(F)C(F)(F)F)[nH]c2c1 (configuration not stated) | -1% | 5% | -5% | -13 | 2% | 2% | -4% | -7% | -5% | -1%
COc1ccc(N(C(=O)COc2ccc(F)cc2)S(=O)(=O)c2ccc(C)cc2)cc1 | -1% | -4% | 25% | -9 | 2% | 1% | · | -3% | 20% | -9%
O=C(/C=C/c1ccco1)Nc1cccnc1 | 2% | · | 8% | -21 | -10% | 13% | 4% | -5% | 1% | -20%
O=C(CNC(=O)c1ccc(Br)o1)NCc1ccccc1Cl | 5% | -5% | 14% | 4 | 40%[activator] | 1% | -2% | 0% | 1% | ·
Cc1ncoc1C(=O)Nc1cccc(Cl)c1C | 2% | 5% | -1% | -9 | 5% | 8% | 4% | 1% | 3% | 9%
O=S(=O)(/N=C(\Sc1ccc(Cl)cc1)c1ccccc1)c1ccccc1 | -3% | -2% | 19% | -5 | -11% | 6% | 1% | -2% | 5% | ?
COc1ccc(/C=N/NC(=O)CN2CCCCCCC2)c(C)c1C | 1% | -2% | 0% | 0 | 0% | -5% | 7% | -3% | 0% | ·
Cc1ccc(OCC(=O)Oc2c(C)cccc2C)cc1C | -1% | -2% | 6% | -9 | -9% | ? | 3% | 1% | 0% | -10%
COc1ccc(Oc2nc(-c3ccncc3)nc3ccccc23)cc1 | -1% | 5% | -8% | 8 | 6% | 3% | · | -3% | 2% | ·
COc1cccc(CN(C)CC(=O)Nc2ccccc2C(=O)NC2CC2)c1 | 2% | -4% | -15% | 0 | · | 11% | · | -2% | 0% | ·
COC(=O)c1ccc2c(=O)[nH]c(CSc3nnc(C(F)(F)F)n3C)nc2c1 | 7% | -2%[46.1 µM] | 6% | -5 | -1% | -3% | · | 0% | -5% | -8%
CCc1nnc(NC(=O)c2ccc(Cl)c(S(=O)(=O)N3CCc4ccccc4C3)c2)s1 | 6% | -4% | -2% | -16 | 8% | -2% | · | -2% | -4% | -1%
Cc1ccc(N=C2C(=S)N(c3ccc(C)cc3)C(=N)N2/N=C/c2ccc(Cl)cc2)cc1 | -5% | 0%[46.1 µM] | -31%[inhibitor] | 6 | -11% | -7% | 22% | -6% | 1% | 0%
O=C(Nc1cccc(Cl)c1)c1ccc(F)c(S(=O)(=O)NCc2cccs2)c1 | -13% | -5%[46.1 µM] | -38% | -24 | 0% | -1% | 5% | -3% | 16% | ?
CSc1ncc(C(=O)Nc2ccccc2)cn1 | -5% | 0% | -10% | -1 | -3% | -9% | -3% | -10% | -4% | 0%
CN(CC(=O)Nc1cc(S(=O)(=O)N2CCCC2)ccc1Cl)Cc1nc2ccccc2c(=O)[nH]1 | 6% | 10% | -36% | · | · | · | · | 1% | · | ·

An excerpt, so the mix of outcomes need not match the whole.
